UBC9 SUMO inh – SUMOylation inhibition; AID 2006; inhibition, % at 35 µM; hit rate 0.36% among 290,000; HTRF SUMOylation assay, SAE1/SAE2 + UBC9, in vitro; P63279; in the data active = inhibition above about 50%, passing the limit was not always enough; note: strong numbers were not always called active
Target sequence (P63279 whole entry, looked up): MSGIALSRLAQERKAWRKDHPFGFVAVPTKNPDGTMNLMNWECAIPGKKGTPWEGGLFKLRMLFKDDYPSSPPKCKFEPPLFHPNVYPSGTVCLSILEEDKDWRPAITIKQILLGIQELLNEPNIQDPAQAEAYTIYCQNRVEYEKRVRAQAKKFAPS
IMP-1 inhibitor – inhibitors of Pseudomonas aeruginosa IMP-1 metallo-beta-lactamase. hit rate 0.45% among 290,000. inhibition, % at 5.6 µM. purified IMP-1, nitrocefin hydrolysis, epi-absorbance fluorescence;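 active = inhibition above the mean plus 3 SD of all compounds in the same screening run, cut at about 4.5% in these data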;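 note: 0% = IMP-1 with DMSO and 100% = DMSO wells lacking enzyme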
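system = purified recombinant IMP-1 beta-lactamase | amount = 0.2 nM IMP-1, as dispensed | medium = HEPES buffer pH 7.1 with ZnSO4 and Brij 35 | times = 25 °C, 15 min preincubation, 25 min reaction | detection = plate fluorescence quenching by hydrolysis product, ex 480/em 530 nm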
IDE cell activ – activators of human insulin-degrading enzyme in cells; AID 493087; hit rate 0.073% among 340,000; activation, % at 5.96 µM; HEK cells, FAbeta-B cleavage, fluorescence polarization; 0% vehicle, 100% cell-free pure enzyme wells; P14735;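 active = activation above the mean of all tested compounds plus 3 SD, set per screening campaign, cut at about 17% in these data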
NS3 helicase inh – inhibitors of Hepatitis C virus NS3 helicase; NS3 helicase DNA unwinding, Cy5 molecular beacon fluorescence; inhibition, % at 10.9 µM; hit rate 0.56% among 290,000;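 active = inhibition above the mean of all tested compounds plus 3 SD, set per campaign, cut at about 35% in these data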;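 note: 0% = DMSO wells and 100% = thioflavine S control wells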
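Assay system – hepatitis C virus NS3 helicase domain fragment enzyme · Buffer or medium – MOPS pH 6.5, MgCl2, DTT, Tween20, BSA · Reagent – Cy5/quencher beacon DNA duplex and ATP to start · Compound – single 10.9 µM dose · Timing – 1 h at 25 °C · Technique – Cy5 beacon fluorescence read at start and 1 h · Measure – % inhibition of unwinding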
VIM-2 inh – inhibitors of Pseudomonas aeruginosa VIM-2 metallo-beta-lactamase; AID 1527; purified VIM-2, nitrocefin hydrolysis, epi-absorbance fluorescence; hit rate 0.89% among 290,000; inhibition, % at 5.6 µM;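 active = inhibition above the mean of all tested compounds plus 3 SD, cutoff set per screening run, cut at about 7.5% in these data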;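 note: red hydrolysis product quenches plate fluorescence so inhibitors raise well fluorescence; 0% = enzyme with DMSO and 100% = DMSO without enzyme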
FID counter – counter-screen for HCV NS3 helicase inhibitors: DNA intercalator displacement; DNA fluorescent intercalator displacement, fluorescence; inhibition, % at 7.9 µM; hit rate 0.17% among 290,000; AID 1845; in the data active = inhibition above about 37%;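 note: 0% = vehicle and 100% = reference compound; higher means more ethidium bromide displaced from hairpin DNA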
MEKK3 PB1 HTS – modulators (inhibitors or enhancers) of MEK5 binding to human MEKK3 PB1 domain; Q99759; bead-based flow cytometry, Alexa488-MEK5 binding to MEKK3; actives lie on both sides; 0 = blocked by unlabeled MEK5, 100 = vehicle; binding response (% of control), % at 10 µM; hit rate 1.4% among 290,000; AID 1529;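 active = binding response more than 3 SD above or below the average of its plate-row segment, actives on both sides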;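 note: Alexa488 bead fluorescence after subtracting the streptavidin-only scavenger bead signal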
Target sequence (Q99759 whole entry, looked up, the tested form may be a part): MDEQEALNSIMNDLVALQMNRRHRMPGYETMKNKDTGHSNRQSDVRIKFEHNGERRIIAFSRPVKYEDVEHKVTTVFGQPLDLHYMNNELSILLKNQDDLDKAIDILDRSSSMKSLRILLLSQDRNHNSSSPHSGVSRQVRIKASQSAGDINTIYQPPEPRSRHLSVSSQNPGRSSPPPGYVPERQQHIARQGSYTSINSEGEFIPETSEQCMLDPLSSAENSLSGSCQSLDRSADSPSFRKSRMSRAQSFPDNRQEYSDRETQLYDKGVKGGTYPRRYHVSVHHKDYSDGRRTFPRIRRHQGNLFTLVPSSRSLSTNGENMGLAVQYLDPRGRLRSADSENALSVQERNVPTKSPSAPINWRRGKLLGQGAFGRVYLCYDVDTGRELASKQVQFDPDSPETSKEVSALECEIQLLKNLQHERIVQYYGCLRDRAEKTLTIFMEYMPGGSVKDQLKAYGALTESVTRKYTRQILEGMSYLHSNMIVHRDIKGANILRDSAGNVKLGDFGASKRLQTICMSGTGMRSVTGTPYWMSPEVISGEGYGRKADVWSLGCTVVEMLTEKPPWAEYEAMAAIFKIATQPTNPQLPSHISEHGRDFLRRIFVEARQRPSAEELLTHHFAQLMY
PHOSPHO1 block – PHOSPHO1 (human) inhibition. Q8TCT1. recombinant PHOSPHO1, absorbance phosphatase assay. inhibition, % at 13.3 µM. hit rate 1.1% among 290,000. AID 1565; in the data active = inhibition above about 60%
Target sequence (Q8TCT1 whole entry, looked up): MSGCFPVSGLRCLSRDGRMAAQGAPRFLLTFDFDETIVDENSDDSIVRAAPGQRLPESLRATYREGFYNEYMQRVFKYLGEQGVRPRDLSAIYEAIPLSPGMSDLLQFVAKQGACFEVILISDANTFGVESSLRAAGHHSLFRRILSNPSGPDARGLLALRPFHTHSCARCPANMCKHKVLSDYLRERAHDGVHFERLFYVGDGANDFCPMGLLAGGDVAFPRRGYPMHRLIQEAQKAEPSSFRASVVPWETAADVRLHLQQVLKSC
p-CIP stab down – p/CIP protein destabilization; hit rate 0.01% among 290,000; AID 1984; Q05BA5; decrease of EGFP signal, % at 10 µM; F442A p/CIP-EGFP cells, EGFP fluorescence, 16 h;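 active = EGFP signal decrease of at least 30% at 10 µM or well 3 SD below plate mean, unless failing retest; inactive = the rest, including hits failing retest or dose response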; note: some compounds called inactive have numbers as strong as hits; many of its hits are not listed in these tables
* marks the source's active call; other numbers are inactive results; . = no result given; [ ] = remark or other dose. A portion of the library (hit frequency here may not be typical).

SMILES,UBC9 SUMO inh,IMP-1 inhibitor,IDE cell activ,NS3 helicase inh,VIM-2 inh,FID counter,MEKK3 PB1 HTS,PHOSPHO1 block,p-CIP stab down
Cc1cc(C)cc(N(CC(=O)NC2CCCCC2)C(=O)c2ccc(C)s2)c1,-1,-3.0,0,1,-2.0,-22,102,32,-10
Cc1[nH]n(-c2ccccc2)c(=O)c1N=Nc1cccc(Cl)c1,4,-0.5,-2,10,-0.2,-2,106,.,3
COC(=O)CCc1cccc(CCC(=O)OC)c1,-9,-2.2,1,0,-1.2,-7,97,4,-4
Cc1nc(NC(=O)c2cc3ccccc3o2)ccc1Br,-10,-1.0,-2,-3,0.3,-3,101,16,3
Cc1ccccc1NS(=O)(=O)c1ccc(NS(=O)(=O)c2cccs2)cc1,12,0.2,1,8,-1.3,-4,101,26,-6
C#CCOCCOCCOCCNc1nc(N2CCN(C(=O)[C@H](C)n3cc(CCCN=C(N)N)nn3)CC2)nc(N2CCN(C(=O)[C@H](CCCCN)n3cc(CCCC)nn3)CC2)n1,18,2.3,.,-79,-3.2,36,110,-23,2
COc1cccc(/C=N/n2c(C)nc3ccccc32)c1OC,-2,-3.8,3,0,1.1,-6,99,-3,0
CCN1C(=O)N(C(C)=O)C2C1N(C(C)=O)C(=O)N2C(C)=O (stereo not given),5,-3.6,5,-1,-5.4,-4,99,32,-18
COc1ccccc1C(=O)Nc1onc(C)c1C#N,26,-2.5,5,-5,-2.3,0,102,41,-4
CSc1nnc(-c2cccc(NC(=S)NN)c2)o1,15,-3.9,5,21,9.7*,-11,100,3,3
CN1CC(c2ccccc2)C(c2ccc(Cl)cc2)=N1 (stereo not given),15,-4.3,-1,-1,-4.0,-4,100,-59,-12
CCOC(=O)NCc1ccc(CNC(=O)OCC)cc1,0,-2.6,0,-8,-2.8,2,103,-25,0
COc1cc(C(=S)N2CCOCC2)ccc1OC(=O)Cc1ccc(F)cc1,-18,1.7,-2,-5,-0.9,-11,95,-8,4
Cc1ccc(CC(=O)NCC(O)c2ccccc2)cc1 (stereo not given),11,-1.4,1,-7,-1.3,-2,103,39,-20
Cc1ccc(-c2cccc(NC(=O)C3C(C(=O)O)[C@@H]4C=C[C@H]3C4)c2)o1 (stereo not given in full),4,-0.4,-2,11,-0.5,-4,105,2,-4
CCCCCNC(=O)C(C)Sc1ccc(Cl)cc1 (stereo not given),17,-4.3,5,6,0.8,-6,105,7,-4
CCN(CC)C(=O)/C(NC(=O)c1ccccc1)=C(/Sc1ncccn1)c1ccccc1,-10,-6.0,5,6,-1.5,-39,98,3,1
CCCCN(C(=O)c1cc(=O)[nH]c2ccccc12)c1c(N)n(CCC)c(=O)[nH]c1=O,5,-2.8,.,0,-4.5,-7,104,33,2
Cc1ccc(-c2oc3ccccc3c(=O)c2OCC(=O)O)cc1,16,0.2,3,1,3.0,-24,80,29,-8
Cc1ccc(CNC(=O)CCCCCNC(=O)N2CCn3c2nc2ccccc23)cc1,-10,-4.9,0,-13,-1.5,-63,96,15,-8
Nc1nc2ccccc2n1CCOc1ccccc1Cl,8,-5.0,6,-70,-3.9,15,95,33,-8
O=C(CCN1C(=O)C2CCCCC2C1=O)Nc1nc(-c2ccc(F)c(F)c2)cs1 (stereo not given),0,-4.0,4,-5,-1.8,-10,103,48,-8
CC(NC(N)=O)C12CC3CC(CC(C3)C1)C2 (stereo not given),21,-1.8,-4,0,0.2,3,101,-11,-1
Cc1cc(NC(=O)CCC(=O)N(c2ccc(C)c(F)c2)C(C(=O)NC2CCCC2)c2ccco2)no1 (stereo not given),6,-0.6,3,8,-2.0,-45,98,10,-16

With a hit mark in VIM-2 inh (from the list above):
SMILES	UBC9 SUMO inh	IMP-1 inhibitor	IDE cell activ	NS3 helicase inh	VIM-2 inh	MEKK3 PB1 HTS	PHOSPHO1 block	p-CIP stab down
CSc1nnc(-c2cccc(NC(=S)NN)c2)o1	15	-3.9	5	21	9.7*	100	3	3

Continued.
SMILES,UBC9 SUMO inh,IMP-1 inhibitor,IDE cell activ,NS3 helicase inh,VIM-2 inh,FID counter,MEKK3 PB1 HTS,PHOSPHO1 block,p-CIP stab down
CCCCCCNC(=O)CCCCCNS(=O)(=O)c1ccc(OC)cc1,-2,-0.9,3,0,-3.4,-31,91,-3,-1
CCSc1nnc(NC(=O)c2csc3c2CCCC3)s1,8,-3.9,-2,0,-3.1,0,99,4,-8
CC(=O)c1c(C)[nH]c(C(=O)Nc2ccc3c(c2)OCCO3)c1C,14,-5.2,-2,-5,1.9,-6,110,3,-19
COc1ccc(C(=O)Nc2nnc(SCC(=O)NCc3ccco3)s2)c(OC)c1,20,-1.5,-3,-4,11*,-19,98,17,0
Cc1cc(C)n(C(=O)c2ccc(Cl)c(F)c2F)n1,-4,-1.0,2,-4,-0.1,-2,71,19,4
CC(C)C(c1nnnn1Cc1ccc2c(c1)OCO2)N1CCN(c2ccccc2)CC1 (stereo not given),-7,-1.0,4,4,-0.8,1,100,-45,-14
Cc1nnc(-c2cccc(C(F)(F)F)c2)nc1N1CCOCC1,0,-2.1,-7,6,-1.9,-19,99,12,3
Cc1cccc(NC(=O)C2C(c3ccccc3)C2(Cl)Cl)c1 (stereo not given),-4,-0.7,2,7,-5.5,-2,96,14,-5
CNC(=O)C1CC(=O)N(Cc2ccc(OC)c(OC)c2)C(=Nc2ccc(OC)cc2)S1 (stereo not given),16,-1.4,-2,-2,-0.7,-27,103,54,3
CCN(C(=S)Nc1cc(S(=O)(=O)N2CCOCC2)ccc1Cl)c1cccc2ccccc12,83,-1.0,2,-5,-5.5,1,93,0,-4
N#C/C(=C/c1ccc(N2CCCCCC2)o1)c1ccc(Cl)cc1,7,-2.1,-17,8,-0.7,-20,82,-12,-21
COCCn1c(SC2CCCCC2=O)nnc1-c1ccncc1 (stereo not given),24,-2.3,2,-1,-2.2,-8,100,7,17
Cc1cccnc1NC(=S)Nc1ccc(Cl)c(Cl)c1,-10,-2.5,-11,-13,-3.5,15,94,8,-6
O=C(NNC(=O)c1ccc(Br)o1)c1ccc(NC(=O)c2ccccc2)cc1,12,0.2,2,6,-3.6,-4,103,39,-18
Cc1cc(NC(=O)CSc2nnc(CNC(=O)c3ccccc3)o2)no1,13,-3.0,0,5,-4.8,-5,104,24,-19
NS(=O)(=O)c1ccc(CCNc2ccnc3cc(Cl)ccc23)cc1,8,-3.9,-4,1,-3.3,-4,99,31,-9
CC1=CCn2c(=O)c3ccccc3c(=O)n2C1,2,-2.3,2,-2,0.8,-1,92,10,-10
CCN(CC)CCNC(=O)C1c2cc(OC)c(OC)cc2C(=O)N(C)C1c1cccs1 (stereo not given),-4,-1.7,-3,-2,-6.3,4,100,-3,12
Cc1noc(C(=O)Nc2ccc(C#N)cc2)c1Cl,-10,-3.1,-3,19,-3.5,-8,104,6,-2
CS(=O)(=O)N(Cc1ccc(F)cc1)Cc1nc2ccccc2c(=O)[nH]1,16,-4.1,5,2,-3.3,-5,106,-4,-7
O=C(O)CC1(CC(=O)Nc2ccc3ccccc3c2)CCCCC1,15,-2.0,5,2,-3.6,-47,1.0*[inhibitor],10,-9
CC1(C)CC(=O)C(C=NCCN2CCN(C3CC(=O)N(c4ccc(Br)cc4)C3=O)CC2)=C(O)C1 (stereo not given),10,-1.0,.,-9,-0.3,-33,91,48,-4
O=C(Nc1ccccc1)/C(=C\c1ccccc1)NC(=O)c1ccco1,1,-1.9,.,9,-0.6,-9,97,8,6
N=C1/C(=C\c2ccc(OC(=O)c3ccc(F)cc3)cc2)C(=O)N=C2SC(N3CCOCC3)=NN12,-1,-1.4,2,11,-4.4,-28,96,24,-16
O=C(c1ccc2c3n(nc2c1)-c1ccc(Cl)cc1CO3)N1CCOCC1,28,.,4,.,.,.,96,31,-2
O=C(NC(=S)Nc1ccccc1)c1csnn1,5,2.3,2,6,-2.0,-4,86,51,1
COc1cccc(/C=N/NC(=O)c2ccccc2NC(=O)c2ccco2)c1OC,21,-2.5,3,-6,-0.8,-26,105,28,-4
N#C/C(C(N)=O)=C1/CCc2ccccc2N1,-9,-5.9,4,4,-1.7,-1,95,5,0
COc1ccc(NC(=O)Cc2c(F)cccc2Cl)cc1,-2,-2.6,-3,-7,-1.3,7,112,39,-6
CC(=O)c1sc(NC(=O)c2ccc(C(C)(C)C)cc2)nc1C,3,-2.4,-1,3,-3.5,-5,103,14,1
Cc1cc(C(=O)N2CCC(Cc3ccccc3)CC2)no1,4,-1.9,-2,5,-2.8,-20,99,43,16
CC1(C)Cc2ccccc2C(Nn2cnnc2)=N1,3,-0.2,0,-2,-1.5,0,96,-28,-7

Shown with two lines to a compound: part of the list above.
Values run as follows: UBC9 SUMO inh, IMP-1 inhibitor, IDE cell activ, NS3 helicase inh, VIM-2 inh, FID counter, MEKK3 PB1 HTS, PHOSPHO1 block, p-CIP stab down
COc1ccc(NC(=O)Cc2c(F)cccc2Cl)cc1
  -2, -2.6, -3, -7, -1.3, 7, 112, 39, -6
CC(=O)c1sc(NC(=O)c2ccc(C(C)(C)C)cc2)nc1C
  3, -2.4, -1, 3, -3.5, -5, 103, 14, 1

(continued)
SMILES,UBC9 SUMO inh,IMP-1 inhibitor,IDE cell activ,NS3 helicase inh,VIM-2 inh,FID counter,MEKK3 PB1 HTS,PHOSPHO1 block,p-CIP stab down
CC(C)(C)NCC(O)COc1ccccc1C(=O)CCc1ccccc1 (stereo not given),8,-2.3,4,-18,-2.9,19,103,-3,-5
Cc1ccc(/C=C(\C#N)c2nc3ccccc3[nH]2)s1,16,-3.1,0,8,-0.7,7,108,18,-14
COc1ccccc1NCN1C(=O)CCC1=O,-8,-2.3,4,5,0.1,-4,101,15,2
COc1ccc(-c2noc(CN(C)S(=O)(=O)c3ccccc3)n2)cc1OC,.,-2.4,-2,-4,-2.2,-3,101,.,.
O=C(O)c1cccc(CSc2nnc(COc3ccccc3)o2)c1,28,1.1,5,3,-0.2,-33,118,-5,4
CSc1ccc(-c2cccc([N+](=O)[O-])c2)nn1,4,-4.7,3,-10,-3.0,3,100,42,-3
O=C(OCc1ccc(Cl)cc1)c1ccccc1C(=O)c1ccccc1,17,1.2,2,-12,-1.7,-14,102,35,-10
O=C(Nc1nc2n(n1)C(c1ccc(Cl)cc1)CC(c1ccc(Cl)cc1)N2)c1ccco1 (stereo not given),-5,-1.1,.,2,-2.2,-1,102,11,-23
COC(=O)c1ccc(/C=N/NC(=O)CC(=O)NC(C)C)cc1,-17,-4.8,0,-1,-3.3,-3,95,45,2
COc1ccccc1-c1ccc(=O)n(CC(=O)Nc2ccc(C(=O)N3CCCC3)cc2)n1,19,-1.0,-2,0,-1.3,-28,110,-10,-9
COc1ccc(S(=O)(=O)N(C)C)cc1NC(=O)CCCSc1ccccc1,8,-5.7,0,-11,-4.0,-32,100,28,-20
Cc1cc(=O)[nH]c(SCC(=O)Nc2cc(S(=O)(=O)N(C)C)ccc2Cl)n1,15,-2.7,-1,-14,-0.8,-7,101,8,9
N#Cc1cccc(C(=O)Nc2cccc(S(=O)(=O)N3CCCC3)c2)c1,-1,-2.4,4,0,1.7,-12,100,13,3
